ERK EGF inh: inhibitors of EGF-stimulated ERK signaling pathway; 0.41% of 130,000 active; HEK293-V1b, EGF-stimulated phospho-ERK AlphaScreen; Potency, µM (top dose mostly 11.5 µM), inactives show top-dose activity change, negative = inhibition, actives largely listed as inhibitors; active = well fitted inhibition curve with a large enough effect; inconclusive = small, poorly fitted or top-dose-only effect, or effect the other way;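 also: plate controls were stimulated vehicle wells for no effect and unstimulated vehicle basal for full effect; nearly all actives have a fitted effect of over 55% in size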
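Homogeneous cell-based phospho-ERK assay: HEK293/V1b cells in 1% FBS, compound 30 min then EGF 5 min, AlphaScreen luminescence. Activity normalized between DMSO and 25 nM EGF controls; AC50 from Hill modelling.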
Starred values were filed as active, the others as inactive; ? = inconclusive; [ ] = remark or other dose. Potency is read from the fitted curve at half-maximal effect. A portion of the library, so the mix of outcomes need not match the whole.

SMILES	ERK EGF inh
Cc1ccc(Cl)cc1NC(=O)c1ccccc1OCC(=O)Nc1ccc(Cl)cc1	2.1%
Cc1ccc([N+](=O)[O-])cc1S(=O)(=O)NCCc1cn2ccccc2n1	5.1%[57.5 µM]
CC(=O)Nc1ccc(Nc2ccc3c4c(cc(=O)n3C)-c3ccccc3C(=O)c24)cc1	7.6%
Cc1ccc(-c2cc(=O)c3ccc(Cl)cc3[nH]2)cc1	1.0%[57.5 µM]
CCC/C=C(\CCC)C(NC(=O)Oc1ccc(F)cc1)c1ccc(C(=O)OC)cc1 (stereo not drawn)	1.6%
CCCCc1c(C)[nH]c(=S)[nH]c1=O	-7.8%[57.5 µM]
N#Cc1cc(-c2ccccc2)nc(Oc2ccccc2)n1	3.2%
CCOC(=O)N1CCC(=NNC(=O)c2cc3ccccc3cc2O)CC1	-5.4%
O=C(CN(C1CCCCC1)S(=O)(=O)c1ccccc1)NCc1cccnc1	-4.6%
CCCC(CCC)C(=O)Nc1ccc2c(c1)N(C(=O)CCN1CCN(C)CC1)c1ccccc1CC2	-4.5%
CCSc1nnc(NC(=O)[C@@H](NC(=O)c2ccccc2F)C(C)C)s1	-6.4%
CCOc1ccc(CCNC(=O)CSc2nnnn2C)cc1OCC	17.9%
CCCCNC(=O)c1ccc(CS(=O)(=O)Cc2ccccc2F)o1	10.3%
O=c1c2ccccc2nc(SCc2nnc(-c3ccccc3Br)o2)n1-c1ccccc1	5.6%
COC(=O)c1ccc(CSc2nnc(-c3ccccc3)n2C)o1	-9.5%

New compounds follow
SMILES	ERK EGF inh
CN(c1ccc2nc3ccccc3c(=O)n2n1)C1CCCCC1	11.5%
CCC(CO)NCC#Cc1ccccc1 (stereo not drawn)	10.8%
O=Cc1ccc(OC(=O)c2cc(Cl)nc3ccccc23)cc1	-4.7%
Cn1c(=O)c(-c2ccc(F)cc2)nc2cnc(Oc3ccccc3)nc21	-6.5%
CCOC(=O)C1CCN(c2c(NCc3ccc(C(=O)N(C)Cc4ccccc4)cc3)c(=O)c2=O)CC1	-2.0%
Cc1ccc(NC(=S)N(CCN(C)C)C(C)c2ccco2)cc1Cl (stereo not drawn)	-9.7%[57.5 µM]
COc1ccccc1N1CCN(c2cnccn2)CC1	-1.8%
Cc1ccc(C(=O)CSc2nnc(-c3ccncc3)n2C)cc1	-1.5%
CCOc1cc(C(=O)NC2=NCCS2)cc(OCC)c1OCC	-4.2%
CCCCN(CCCC)CC(O)COc1ccc(Br)cc1 (stereo not drawn)	?
NNC(=O)c1ccc(COc2ccccc2)cc1	-5.8%
Cc1ccc(C(=O)NC(=S)Nc2nc(-c3cccc([N+](=O)[O-])c3)cs2)c(Cl)c1	-0.1%
CC[N+](CC)(CCNC(=O)C(=O)NCC[N+](CC)(CC)Cc1ccccc1Cl)Cc1ccccc1Cl	0.8%
Cc1cccc(OC(=O)CCN2C(=O)C3C4C=CC(C5CC45)C3C2=O)c1C (stereo not drawn)	?
CCN1CCCC(OC(=O)C(c2ccccc2)c2ccccc2)C1 (stereo not drawn)	3.6%

Remaining list, next part.
SMILES	ERK EGF inh
CCCCc1ccc(NC(=S)NCCc2ccc(F)cc2)cc1	-2.3%
NCc1ccccc1CC(=O)N[C@@H]1C(=O)N2C(C(=O)O)=C(CSc3nnnn3CC(=O)O)CS[C@@H]12	2.3%[25.7 µM]
NS(=O)(=O)c1cccc(NS(=O)(=O)c2cccc(C(F)(F)F)c2)c1	-14.0%[57.5 µM]
CC1(C)CC(NCc2ccccc2)CCO1 (stereo not drawn)	6.5%[57.5 µM]
OCC1(O)OC[C@@H](O)[C@H]1O (stereo partly drawn)	13.8%[57.5 µM]
CN(C)CCCN(C(=O)c1ccc(S(=O)(=O)N(C)C)cc1)c1nc2ccc(F)cc2s1	4.8%
Cc1ccc(NNC(=O)c2ccno2)cc1Cl	-4.0%[57.5 µM]
COC(=O)C1=C(C(=O)OC)C2(OC1c1ccc(Br)cc1)C(=O)c1ccccc1C2=O (stereo not drawn)	-1.3%
CCCC(NCC(O)COc1ccc(-c2ccccc2)cc1)c1ccccc1 (stereo not drawn)	0.1%
O=C(NCc1ccco1)c1c(F)cccc1Cl	2.8%
O=C(Nc1ccc(F)cc1F)c1ccc(-n2cccn2)c([N+](=O)[O-])c1	-2.6%
CC1CN(c2ncnc3c2c(-c2ccccc2)cn3-c2ccc(F)cc2)CC(C)O1 (stereo not drawn)	-2.3%
Oc1ccc(/C=N/Nc2cc(N3CCOCC3)nc(N3CCOCC3)n2)cc1O	?
CC(C)N1CCN(Cc2nc3ccccc3s2)CC1CCO (stereo not drawn)	4.3%
O=C(CSC(=S)N1CCOCC1)Nc1nc(=O)c2ccccc2s1	8.0%

Additional structures follow:
SMILES	ERK EGF inh
O=C(O)CC(NCc1ccco1)C(=O)Nc1cccc(O)c1 (stereo not drawn)	-2.2%[57.5 µM]
COc1cc(C2Nc3ccccc3C(=O)N2NS(C)(=O)=O)ccc1O (stereo not drawn)	-10.8%[57.5 µM]
CC(C)(C)CC(=O)Nc1nnc(C(F)(F)F)s1	-5.9%
O=C(COC(=O)CCc1ccc(S(=O)(=O)N2CCCCC2)cc1)Nc1cccc2ccccc12	-4.5%
COc1ccccc1NC(=O)C(=O)NCc1ccncc1	-1.4%
CNCc1ccccc1Sc1cccc2ccccc12	-0.5%
Cc1nc(N2CCOCC2)[nH]c(=O)c1C	-3.1%
O=C(N/N=C\c1cccnc1)C1c2ccccc2Oc2ccccc21	0.3%
O=C(Nc1cc(S(=O)(=O)N2CCCCC2)ccc1O)c1ccccc1NS(=O)(=O)c1ccc(F)cc1	-0.1%
Cc1ccc(CN2CCN(Cc3cccc(C)n3)CC2CCO)cc1 (stereo not drawn)	9.0%
CCN(CC)C(=O)CSc1nc2cc3c(cc2c(=O)n1CCCC(=O)NCc1ccc(OC)cc1)OCO3	1.2%
O=C(Nc1c(-c2cccs2)nc2ccccn12)c1ccc2ccccc2c1	-4.1%
COc1n[nH]c(C(=O)Nc2cc(Cl)ccc2Cl)c1[N+](=O)[O-]	1.1%
CCOC(=O)C1CCN(S(=O)(=O)c2ccc(Cl)nc2)CC1	5.9%[57.5 µM]
O=C(CC1NCCNC1=O)Nc1cc(Cl)cc(Cl)c1 (stereo not drawn)	3.3%

Not a retest: an excerpt of the list.
SMILES	ERK EGF inh
CCN(CC)C(=O)CSc1nc2cc3c(cc2c(=O)n1CCCC(=O)NCc1ccc(OC)cc1)OCO3	1.2%
O=C(Nc1c(-c2cccs2)nc2ccccn12)c1ccc2ccccc2c1	-4.1%
COc1n[nH]c(C(=O)Nc2cc(Cl)ccc2Cl)c1[N+](=O)[O-]	1.1%
CCOC(=O)C1CCN(S(=O)(=O)c2ccc(Cl)nc2)CC1	5.9%[57.5 µM]
O=C(CC1NCCNC1=O)Nc1cc(Cl)cc(Cl)c1 (stereo not drawn)	3.3%

The list continues.
SMILES	ERK EGF inh
CCOC(=O)CCCC(=O)N1CCOCCOCCOCC1	-0.9%[57.5 µM]
CN(C)S(=O)(=O)N(CC(=O)Nc1ccccc1)c1ccccc1	-7.2%
CC(C)(C)N(Cc1cc2ccccc2[nH]c1=O)C(=O)C1CCCCC1	7.9%
CC(C)(CN1CCN(C(c2ccccc2)c2ccccc2)CC1)NS(=O)(=O)c1ccccc1	-10.2%[57.5 µM]
Cc1ccc(S(=O)(=O)N(C)C)cc1-n1c(SCC(=O)Nc2ccc(F)cc2Cl)nc2ccccc2c1=O	16.8%
O=C(N/N=C/c1ccc(-c2ccc(Br)cc2)o1)c1ccc2c(c1)OCO2	4.7%
COc1cccc(/C=N/N2CCN(C3c4ccccc4-c4ccccc43)CC2)c1O	6.5%[57.5 µM]
COc1ccc(-c2ccc3nnc(SCC(N)=O)n3n2)cc1	-3.3%
CCOC(=O)c1c(-c2ccccc2)csc1NC(=O)/C(C#N)=C/c1ccc(OC)c(OC)c1	1.9%
O=[N+]([O-])c1cccc(-c2ccc(/C=N/n3c(-c4ccccc4)n[nH]c3=S)o2)c1	-0.6%
O=C(CNC(=O)c1ccccc1)NCCO	-0.9%
Cc1ccc(NC(=S)N(CCN(C)C)C(C)c2cccnc2)c(C)c1 (stereo not drawn)	-2.6%
Fc1ccc(C2=Nc3cccc4cccc(c34)N2)cc1	-6.4%
CC(=O)c1c(C)[nH]c(C(=O)Nc2ccc(C)c(S(=O)(=O)N(C)C)c2)c1C	2.4%
COc1cc(OC)c(C2=NOC(C(=O)N3CCN(C(=O)c4ccco4)CC3)C2)cc1Cl (stereo not drawn)	-3.9%

(continued)
SMILES	ERK EGF inh
COC(=O)c1c(NC(=O)CN2CCN(S(=O)(=O)c3ccccc3[N+](=O)[O-])CC2)sc2c1CCC(C)C2 (stereo not drawn)	6.7%
Cc1cccc(N=CC=C2OC(C)(C)C(C)(C)O2)c1	2.8%
Cc1nn(C)cc1C(C(=O)NC1CCCCC1)N(Cc1ccccc1Cl)C(=O)c1cnccn1 (stereo not drawn)	-11.1%
Cc1nn(C)c(C(=O)NCc2ccc(Cl)cc2)c1Cl	-3.3%
COc1ccc(C(=O)C2CCCN(Cc3cccn3-c3nccs3)C2)cc1OC (stereo not drawn)	?
CCC1CCCCN1C(=O)CSc1nc(N)cc(N)n1 (stereo not drawn)	-15.5%
COc1ccccc1Nc1nc2cc(C)ccc2cc1C#N	-3.6%
CC(=O)OC1OCCOC1NC(=S)Nc1cccc(C(F)(F)F)c1 (stereo not drawn)	-0.7%
CC(OC(=O)c1ccc([N+](=O)[O-])s1)C(=O)Nc1ncc(Cl)cc1Cl (stereo not drawn)	-0.7%
Cc1ccc(C(=O)Nc2nc(-c3ccc([N+](=O)[O-])cc3)cs2)o1	-7.4%
Cc1cccc2[nH]c3c(N4CC=C(c5ccc(F)cc5)CC4)ncnc3c12	?
O=c1c(-c2ccc(O)cc2)coc2cc(OC3OC(CO)C(O)C(O)C3O)ccc12 (stereo not drawn)	-1.4%
FC(F)(F)c1cc(Oc2ccccc2)ncc1-c1nnc(-c2ccccc2Cl)o1	-1.6%[57.5 µM]
Cc1ccc(CS(=O)(=O)c2nc3c(c(N(C)C)n2)CCCC3)cc1	-9.9%
COc1ccc(N2CCN(C(C)C(=O)N3CC(C)OC(C)C3)CC2)cc1 (stereo not drawn)	0.2%[57.5 µM]

More structures:
SMILES	ERK EGF inh
CCOc1ccc(-n2c(O)c(/C=N/Nc3nc(C)cc(C)n3)c3ccccc3c2=O)cc1	1.7%
CCOc1ccc(NC(=O)CCC(=O)NNC(=O)c2ccco2)cc1	0.5%
O=C(NCCCn1ccnc1)c1cc2ccccc2oc1=O	7.0%
Clc1nn2cnnc2c2ccccc12	8.4%
COCCn1c(SCC(=O)NCc2ccc3c(c2)OCO3)nc2ccccc2c1=O	0.5%
CC(NC(=S)Nc1ccc(Cl)cc1)C(c1ccccc1)N1CCOCC1 (stereo not drawn)	6.8%
C[C@H](NC(=O)c1nc[nH]c1C(=O)N[C@H](C)c1ccccc1)C(=O)OCc1ccccc1	-7.5%[57.5 µM]
O=C(CCc1nnc(Cc2c[nH]c3ccccc23)o1)NC1CCCC1	0.8%
COc1cccc(CN2CCN(Cc3ccc4c(c3)OCCO4)CC2CCO)c1 (stereo not drawn)	-2.8%
CC(=O)Nc1ccc(N=Cc2c(O)c(C(=O)Nc3ccccc3)cc3ccccc23)cc1	2.9%
CC(C)(C)NC(=O)CSc1nnc(C2CC2)n1-c1ccccc1	-4.5%
O=C(Nc1ccccc1)N1CCN(CCc2ccccc2)CC1	-6.0%
O=c1c2cc(NC(=S)NC3CC3)ccc2nc2n1CCCCC2	-1.1%
Cc1cc(C)c(O)c(-c2cc(C(=O)Nc3c(C)n(C)n(-c4ccccc4)c3=O)[nH]n2)c1	-15.8%[57.5 µM]
CCCCCn1c(=O)c(-c2nc3ccccc3[nH]2)c(O)c2ccccc21	-3.3%

Remaining list, next part:
SMILES	ERK EGF inh
Cc1ccc(-c2c[n+](CC(=O)Nc3c(C)cccc3C)c3n2CCC3)cc1	-12.6%[57.5 µM]
CN(C)N=Nc1ccc(S(N)(=O)=O)cc1	-0.2%
COc1ccccc1NC(=O)CCCn1c(=S)[nH]c2ccccc2c1=O	-2.0%
CCCCN(C(=O)CSc1cc(C)c2ccc(OC)cc2n1)c1c(N)n(Cc2ccccc2)c(=O)[nH]c1=O	-2.9%
CCc1cccc(NC(=S)N(CCCN2CCOCC2)C(C)c2cc3cccc(OC)c3o2)c1 (stereo not drawn)	-1.8%
CCc1ccc(C(=O)NNc2ccc(C)c(Cl)c2)cc1	9.0%[57.5 µM]
COCCCNc1nc2ccccc2nc1NS(=O)(=O)c1ccc(C)cc1	-16.2%[57.5 µM]
C=CCNCCCOc1ccc(C)cc1Br	-0.7%
CCCc1cc(C(=O)Nc2sc3c(c2C#N)CCC3)no1	8.6%
CC(=O)C1=C(O)CC(C)(C)CC1=NCc1nc2ccccc2[nH]1	-6.4%[57.5 µM]
COc1ccc(-c2[nH]ncc2CN2CCCCCCC2)c(OC)c1	-6.8%
CCN(CC)CCCCn1c(-c2ccccc2)nc2c(Nc3ccccc3)nc(C)nc21	-3.4%

Exported field by field: entries from further up.
> CCc1cccc(NC(=S)N(CCCN2CCOCC2)C(C)c2cc3cccc(OC)c3o2)c1 (stereo not drawn)
  ERK EGF inh = -1.8%

> CCc1ccc(C(=O)NNc2ccc(C)c(Cl)c2)cc1
  ERK EGF inh = 9.0%[57.5 µM]

> COCCCNc1nc2ccccc2nc1NS(=O)(=O)c1ccc(C)cc1
  ERK EGF inh = -16.2%[57.5 µM]

> C=CCNCCCOc1ccc(C)cc1Br
  ERK EGF inh = -0.7%
